Assay outcomes from PubChem BioAssay.
TrxR1 substrate = rat thioredoxin reductase 1 substrate activity; O89049; purified TrxR1 substrate turnover, NADPH consumption readout; Potency, µM (highest dose often 114 µM), inactives show at the highest dose activity change, negative = substrate turnover; 0.01% of 390,000 active; AID 588456; note: potency is the fitted concentration of half-maximal effect; % is set by controls: 0 for no effect and ±100 for the full control effect; nearly all actives have a fitted effect of over 50% in size
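Rat TrxR1, dispensed at 90 nM, was prereduced with 400 uM NADPH (final) for 5 min at ~22 deg C, then incubated with compound 15 min before 400 uM selenite. A first-read NADPH fluorescence drop versus no-compound background flagged substrates.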
USP1 inh = blocks the human USP1/UAF1 deubiquitinase complex. O94782. recombinant USP1/UAF1, Ub-Rhodamine cleavage fluorescence. Potency, µM (titrated, usually from 57.1 µM), inactives show top-dose activity change, negative = inhibition, actives largely listed as inhibitors. 0.23% of 390,000 active. AID 743255; note: potency is the fitted concentration of half-maximal effect; % is set by controls: 0 for no effect and ±100 for the full control effect; nearly all actives have a fitted effect of over 60% in size; inactives centre near -12
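USP1/UAF1 complex (1 nM) preincubated 15 min at room temperature with compound, then Ub-Rho substrate (150 nM final) added. Kinetic fluorescence at 480/540 nm over 6 reads at 60 s intervals; 50 mM HEPES pH 7.8, 0.5 mM EDTA, 0.1 mg/ml BSA, 1 mM TCEP, 0.01% Tween-20.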
PGK inhibitor = inhibitors of T. brucei phosphoglycerate kinase; P07378; PGK/GAPDH coupled, Kinase-Glo luminescence, 60 min; Potency, µM (doses to about 57.5 µM), for the others: at the top dose activity change, negative = inhibition, usual class: inhibitors; 0.043% of 380,000 active; AID 602233; note: potency is the fitted concentration of half-maximal effect; % is set by controls: 0 for no effect and ±100 for the full control effect; nearly all actives have a fitted effect of over 60% in size
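Recombinant glycosomal PGK reaction used 1,3-bisphosphoglycerate generated in-well by GAPDH (100nM final) in 100mM TEA pH 7.6, 5mM MgCl2, 0.01% Tween-20. After 60 minutes at room temperature, ATP was read by Kinase-Glo Plus luminescence end-point.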
mIDH1 inhibitor = inhibitors of human mutant IDH1 R132H; O75874; IDH1-R132H enzyme, NADPH consumption, diaphorase/resazurin fluorescence; Potency, µM (highest dose often 76.6 µM), for the others: at the top dose activity change, negative = inhibition, usual class: inhibitors; 0.093% of 390,000 active; AID 602179; note: potency is the fitted concentration of half-maximal effect; % is set by controls: 0 for no effect and ±100 for the full control effect; nearly all actives have a fitted effect of over 65% in size
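IDH1-R132H (0.5 ug/mL dispensed) in pH 7.5 Tris buffer was preincubated 30 min with compound, then given a substrate mix of 0.016 mM NADPH and 2 mM alpha-KG for 80 min at room temperature; remaining NADPH was read by diaphorase/resazurin fluorescence.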
HP1b binding inh = HP1-beta chromodomain-methylated histone interaction inhibition. AlphaScreen HP1-beta / biotin-H3K9me3 peptide binding. P83916. 0.56% of 390,000 active. Potency, µM (top dose mostly 114 µM), inactives show at the highest dose activity change, negative = inhibition, usual class: inhibitors; note: potency is the fitted concentration of half-maximal effect; nearly all actives have a fitted effect of over 70% in size; inactives centre near 23
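Compound inhibition of the preformed complex between 50 nM HP1-beta and 50 nM biotinylated H3K9me3 peptide was read by AlphaScreen. Buffer was PBS pH 7.4 with 0.01% Tween-20. Incubations ran 30 min at room temperature, with 10 ug/mL donor/acceptor beads.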
TrxR1 inh = rat TrxR1 inhibition. Potency, µM (titrated, usually from 114 µM), inactives show at the top dose activity change, negative = inhibition, actives largely listed as inhibitors. recombinant rTrxR1, NADPH fluorescence consumption, selenite substrate. O89049. AID 588453. 1% of 390,000 active; note: potency is the fitted concentration of half-maximal effect; % is set by controls: 0 for no effect and ±100 for the full control effect; nearly all actives have a fitted effect of over 65% in size
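Rat TrxR1 (90 nM in the dispensed reagent) was pre-reduced with 400 uM NADPH for 5 min at room temperature, then incubated with compound for 15 min. After 400 uM selenite was added, NADPH fluorescence (Ex 340/Em 450 nm) was followed for 8 min.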
Pin1 inhibitor = blocks the human prolyl isomerase Pin1; Pin1 FP peptide displacement, HiFluor488, 10 min; 0.009% of 390,000 active; Potency, µM (top dose mostly 115 µM), inactives show at the highest dose activity, negative = inhibition, most hits filed as inhibitors; active = well fitted inhibition curve with a large enough effect in the polarisation, with a control signal flat, not every such curve was filed as active; inconclusive = small, poorly fitted or top-dose-only effect, or effect the other way, or a change in a side signal; inactive = no such curve, though single readings can be large or run the other way; the % refers to the polarisation; note: potency is the fitted concentration of half-maximal effect; % is set by controls: 0 for no effect and ±100 for the full control effect
Target sequence (Q13526 whole entry, looked up): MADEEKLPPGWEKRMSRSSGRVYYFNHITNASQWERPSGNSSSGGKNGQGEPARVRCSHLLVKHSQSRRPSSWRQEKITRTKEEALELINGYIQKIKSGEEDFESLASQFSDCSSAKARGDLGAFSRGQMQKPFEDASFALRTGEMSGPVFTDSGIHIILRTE
GLS inhibitor = inhibitors of human glutaminase (GLS) | GLS enzymatic activity, qHTS titration | Potency, µM (titrated, usually from 45.5 µM), without a hit: top-dose activity change, negative = inhibition, actives largely listed as inhibitors | 0.21% of 410,000 active; note: potency is the fitted concentration of half-maximal effect; % is set by controls: 0 for no effect and ±100 for the full control effect
Target sequence (O94925 whole entry, looked up): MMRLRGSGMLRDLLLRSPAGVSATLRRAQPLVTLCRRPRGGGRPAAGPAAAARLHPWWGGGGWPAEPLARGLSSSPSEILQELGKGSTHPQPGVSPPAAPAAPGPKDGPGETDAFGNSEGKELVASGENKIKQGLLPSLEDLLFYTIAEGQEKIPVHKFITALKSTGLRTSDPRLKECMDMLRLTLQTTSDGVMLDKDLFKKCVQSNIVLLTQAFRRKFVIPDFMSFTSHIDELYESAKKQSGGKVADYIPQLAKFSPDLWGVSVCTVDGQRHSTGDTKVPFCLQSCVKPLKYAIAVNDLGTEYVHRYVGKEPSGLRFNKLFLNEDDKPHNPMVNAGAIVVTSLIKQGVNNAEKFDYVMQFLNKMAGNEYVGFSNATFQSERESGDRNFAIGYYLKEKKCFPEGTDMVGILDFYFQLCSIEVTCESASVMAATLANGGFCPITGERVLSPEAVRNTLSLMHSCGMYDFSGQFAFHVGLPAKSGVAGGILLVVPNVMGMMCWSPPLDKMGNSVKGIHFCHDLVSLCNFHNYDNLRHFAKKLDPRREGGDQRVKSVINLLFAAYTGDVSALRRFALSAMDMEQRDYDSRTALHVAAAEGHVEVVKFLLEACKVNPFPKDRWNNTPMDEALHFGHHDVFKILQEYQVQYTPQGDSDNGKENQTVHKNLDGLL
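Compounds were pin-transferred onto hKGA, after which L-glutamine (1 mM solution) and a detection mix of glutamate oxidase, HRP and Amplex Red were added. Initial and 30 min RT fluorescence reads were collected.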
PI4K2A inh = blocks human PI4K2A kinase activity. purified PI4K2A, ADP-Glo luminescence, 1 h; stronger effect = lower value. activity change, negative = inhibition, % at 76.9 µM. 0.13% of 420,000 active; in the data active = activity change below about -50%; inconclusive = mostly about -30% to -49%;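 note: -100% = wells without enzyme as full effect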
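In this quantitative HTS, ADP production by PI4K2A was quantified luminescently after 1 h at ambient temperature; 100 microM adenosine served as plate-quality control.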
Active calls of the source: *; i = inactive; ? = inconclusive; nt = no result given; & = joins results of further samples; [ ] = dose if it differs, or a comment. Unless noted, calls come from the whole dose curve; as a rule, active = well fitted curve in the direction sought with a large enough effect; inconclusive = small, poorly fitted or top-dose-only effect, or another doubt; inactive = no such curve, though single readings can be large; an effect the other way counts as inactive or inconclusive.

1: CCOc1ccc(S(=O)(=O)N2CN(c3cccc(C(C)=O)c3)c3nc4ccccc4nc32)cc1
2: CCOc1ccc(-c2nnn(CC(=O)Nc3cc(OC)cc(OC)c3)n2)cc1OCC
3: CC1=CC2=NC(=O)CC(C)(C(=O)N(CC(=O)NC(C)(C)C)C3CCCC3)N2C=C1 (centres undefined)
4: COc1ccc(OC)c2cc3ccccc3cc12
5: Cc1ccc(S(=O)(=O)N2CCOCC2)cc1C(=O)N(Cc1nnc(-c2ccccc2Cl)o1)C1CC1
6: Cc1nc2ccc(F)cc2cc1C(=O)NCC1CCCO1 (centres undefined)
7: O=C(CC1C(=O)NCCN1Cc1c(F)cccc1Cl)NCCCN1CCCC1=O (centres undefined)
8: COc1ccc(S(=O)(=O)NC(C)C)cc1-n1cnnn1
9: Cc1ccc([C@H]2Nc3ccc(S(=O)(=O)Nc4cccc(Cl)c4C)cc3[C@H]3C=CC[C@H]32)cc1
10: COC(=O)c1sccc1-c1ccc(C(=O)Nc2ccccc2)o1

entry no.	1	2	3	4	5	6	7	8	9	10
GLS inhibitor	21.1%	6.8%	-16.9%	?	3.5%	2.7%	4.4%	7.1%&0.9%	4.7%	1.6%
TrxR1 inh	5.4%[11.4 µM]	13.2%	13.3%	?	-10.3%	-10.3%	12.0%	14.7%&3.9%[57.1 µM]	10.0%	9.3%
PI4K2A inh	1.8	5.7	5.6	-23.9	-0.3	9.2	-5.2	-22.4&-1.3	-9.6	-1.1
USP1 inh	-4.5%	-7.3%	-18.7%	-11.7%	-22.8%	-16.9%	-21.3%	-22.6%&-22.7%	20.9%	-25.5%
Pin1 inhibitor	?	-3.1%	0.2%	nt	2.3%	?	-19.0%	1.0%&-1.3%	?	?
HP1b binding inh	33.8%	16.9%	6.8%	?	12.6%	11.4%	21.0%	25.2%&50.2%	1.2%	18.7%
PGK inhibitor	3.3%	nt	-5.0%	-5.4%	-6.1%	-6.8%	-9.1%	5.3%	-2.8%	-4.6%
mIDH1 inhibitor	1.7%	2.7%	-4.1%	-18.5%	4.8%	-1.8%	-0.7%	-3.0%&-10.3%	4.9%	7.9%
TrxR1 substrate	9.7%[57.1 µM]	8.5%	28.6%	-1.2%	-5.0%	-8.0%	6.1%	4.3%&4.0%[57.1 µM]	5.1%	0.7%

11: Cc1cccc(C)c1NC(=O)COC(=O)c1ccc([N+](=O)[O-])o1
12: Cc1ccc(NS(=O)(=O)c2ccc3[nH]c4c(c3c2)CCCCCC4)cc1C
13: N#Cc1cccc(CN2C=NS(=O)(=O)c3ccccc32)c1
14: Cc1cccc(OCc2nnc(SCC(=O)c3c(N)n(C4CC4)c(=O)[nH]c3=O)o2)c1
15: Cc1ccc(C)c(NC(=O)CSc2nc(=O)n(CCN3CCOCC3)c3c2CCCC3)c1
16: Cc1ccc(CCNC(=O)C2CCCN(C(=O)N(C)C)C2)cc1 (centres undefined)
17: Cc1c(Cl)cccc1NC(=S)NCc1cccn1C
18: O=c1c(-c2ccccc2)coc2c(CN3CCOCC3)c(O)ccc12
19: O=C(NCCN1CCOCC1)c1ccncc1
20: NC(=O)CC(NC(=O)Cc1ccc(Br)cc1)c1ccc(NC2CCCC2)c([N+](=O)[O-])c1 (centres undefined)

entry no.	11	12	13	14	15	16	17	18	19	20
GLS inhibitor	-13.7%	-0.3%	-8.7%	-2.8%	2.7%	-0.3%	26.7%	13.3%	-0.8%	7.5%
TrxR1 inh	?	25.8%	16.8%	-24.9%	22.4%	20.2%	-17.0%	?	15.7%	-6.1%
PI4K2A inh	-19.3	-1.1	3.9	2.7	-0.7	2.0	-1.9	0.5	-0.2	-3.8
USP1 inh	?	?	-21.7%	-11.4%	-20.4%	-12.5%	-5.7%	-26.6%	-18.8%	-15.5%
Pin1 inhibitor	-1.7%	14.2%	-1.5%	2.3%	-2.1%	-3.7%	-5.5%	-4.0%	2.0%	23.8%
HP1b binding inh	39.8%	-16.8%	51.6%[activator]	24.4%	41.0%[activator]	27.3%	?	32.0%[activator]	41.0%[activator]	14.7%
PGK inhibitor	i	-0.5%	-2.7%	-7.4%	3.1%	-4.7%	0.6%	-2.5%	i	1.3%
mIDH1 inhibitor	7.1%	0.0%	6.7%	-5.0%	3.0%	1.1%	1.7%	1.1%	1.8%	-5.2%
TrxR1 substrate	-19.3%[57.1 µM]	0.5%	7.7%	-20.4%	7.6%	10.0%	3.3%	164.8%[activator]	7.2%	-8.7%

A different layout for 8 compounds above:
# | structure | GLS inhibitor | TrxR1 inh | PI4K2A inh | USP1 inh | Pin1 inhibitor | HP1b binding inh | PGK inhibitor | mIDH1 inhibitor | TrxR1 substrate
13 | N#Cc1cccc(CN2C=NS(=O)(=O)c3ccccc32)c1 | -8.7% | 16.8% | 3.9 | -21.7% | -1.5% | 51.6%[activator] | -2.7% | 6.7% | 7.7%
14 | Cc1cccc(OCc2nnc(SCC(=O)c3c(N)n(C4CC4)c(=O)[nH]c3=O)o2)c1 | -2.8% | -24.9% | 2.7 | -11.4% | 2.3% | 24.4% | -7.4% | -5.0% | -20.4%
15 | Cc1ccc(C)c(NC(=O)CSc2nc(=O)n(CCN3CCOCC3)c3c2CCCC3)c1 | 2.7% | 22.4% | -0.7 | -20.4% | -2.1% | 41.0%[activator] | 3.1% | 3.0% | 7.6%
16 | Cc1ccc(CCNC(=O)C2CCCN(C(=O)N(C)C)C2)cc1 (centres undefined) | -0.3% | 20.2% | 2.0 | -12.5% | -3.7% | 27.3% | -4.7% | 1.1% | 10.0%
17 | Cc1c(Cl)cccc1NC(=S)NCc1cccn1C | 26.7% | -17.0% | -1.9 | -5.7% | -5.5% | ? | 0.6% | 1.7% | 3.3%
18 | O=c1c(-c2ccccc2)coc2c(CN3CCOCC3)c(O)ccc12 | 13.3% | ? | 0.5 | -26.6% | -4.0% | 32.0%[activator] | -2.5% | 1.1% | 164.8%[activator]
19 | O=C(NCCN1CCOCC1)c1ccncc1 | -0.8% | 15.7% | -0.2 | -18.8% | 2.0% | 41.0%[activator] | i | 1.8% | 7.2%
20 | NC(=O)CC(NC(=O)Cc1ccc(Br)cc1)c1ccc(NC2CCCC2)c([N+](=O)[O-])c1 (centres undefined) | 7.5% | -6.1% | -3.8 | -15.5% | 23.8% | 14.7% | 1.3% | -5.2% | -8.7%

Only part of the results is shown. The share of hits here may be higher or lower than overall.
